# Compound activity deposited in PubChem by National Center for Advancing Translational Sciences (NCATS).
# HTT cytoprotect = cytoprotection in Huntington HTT-Q103 PC12 cell model; PC12 HTT-Q103 induced, cytoprotection, ATP luminescence, 40 h; Potency, µM (highest dose often 56.4 µM), without a hit: cytoprotection (ATP increase), most hits filed as activators; 0.14% of 230,000 active; AID 1471;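 further: % of control where 0% means no effect; nearly all actives have a fitted effect of over 45% in size; toxic huntingtin expression switched on by the ecdysone agonist tebufenozide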
#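 Cells were plated at 1500 per well in phenol red-free DMEM with 5% equine and 5% calf serum. Tebufenozide (100 nM final) and compounds were added, then ATPlite reagent, and luminescence was read.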
# ALDH1A1 block = ALDH1A1 (human) enzyme inhibition | Purified ALDH1A1, NADH fluorescence, propionaldehyde substrate | AID 1030 | P00352 | 7.3% of 220,000 active | Potency, µM (highest dose often 75.3 µM), without a hit: at the top dose activity, negative = inhibition, usual class: inhibitors; active means well fitted inhibition curve with a large enough effect, not every such curve was filed as active; inconclusive means small, poorly fitted or top-dose-only effect, or another doubt; inactive means no such curve, though single readings can be large or run the other way;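 further: plate controls were no enzyme wells and a reference inhibitor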
# Target sequence (P00352 whole entry, looked up): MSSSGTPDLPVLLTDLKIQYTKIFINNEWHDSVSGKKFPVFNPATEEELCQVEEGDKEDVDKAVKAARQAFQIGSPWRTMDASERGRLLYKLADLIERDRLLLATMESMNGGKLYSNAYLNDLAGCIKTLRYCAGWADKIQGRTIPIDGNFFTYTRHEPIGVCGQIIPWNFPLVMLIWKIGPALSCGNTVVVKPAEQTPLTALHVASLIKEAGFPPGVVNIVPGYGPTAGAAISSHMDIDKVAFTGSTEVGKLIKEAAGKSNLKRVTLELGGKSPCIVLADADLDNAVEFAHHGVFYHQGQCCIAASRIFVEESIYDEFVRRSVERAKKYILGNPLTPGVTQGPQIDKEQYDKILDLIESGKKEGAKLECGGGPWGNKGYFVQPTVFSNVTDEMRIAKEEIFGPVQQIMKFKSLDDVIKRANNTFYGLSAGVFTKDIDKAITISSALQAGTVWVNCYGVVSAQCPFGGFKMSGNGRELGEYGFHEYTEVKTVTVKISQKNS
# SMN2 splice up = enhancers of SMN2 splice variant expression; HEK293 SMN2-luciferase splicing reporter, luminescence, 30-36 h; Potency, µM (series often up to 46.1 µM), inactives show at the top dose activity change, positive = activation, hits mostly activators; 2.8% of 210,000 active; AID 1458; further: % of control where 0% means no effect; nearly all actives have a fitted effect of over 55% in size
#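 HEK293 cells carry an SMN2 minigene-luciferase reporter in which exon 7 inclusion puts luciferase in frame. Cells were seeded at 2000 cells/well, attached for 10-12 hours, then exposed to compounds for 30-36 hours at 37C before ONE-Glo luminescence.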
# Tau FP inhib = blocks human tau fibril formation measured by polarization; K18 P301L tau heparin fibrillization, Alexa594 FP, 6 h; Potency, µM (highest dose often 57.7 µM), for inactives: at the top dose activity, negative = inhibition, most hits filed as inhibitors; 0.39% of 280,000 active; further: on the % scale 0 is the no-effect control and ±100 the full control effect; nearly all actives have a fitted effect of over 55% in size
# Target sequence (P10636 561-689 P618L limits assumed): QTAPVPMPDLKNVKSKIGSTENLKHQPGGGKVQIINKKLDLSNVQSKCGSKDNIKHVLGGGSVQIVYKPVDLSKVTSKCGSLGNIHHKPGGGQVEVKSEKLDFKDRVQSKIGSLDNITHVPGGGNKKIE
#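 Human tau K18 […] P301L fragment, 15 uM unlabeled plus 0.24 uM Alexa 594-labeled tau (final), with compound and 20 uM heparin in 100 mM sodium acetate pH 7; 6 hr at 37 C, then Alexa 594 FP read.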
# HttQ103 aggreg = reduces HttQ103-GFP aggregates in PC12 cells; 1.1% of 220,000 active; PC12 HttQ103-GFP aggregates, Acumen cytometry, 40 h; Potency, µM (titrated, usually from 46.1 µM), without a hit: at the top dose activity change, negative = inhibition, actives largely listed as inhibitors; further: on the % scale 0 is the no-effect control and ±100 the full control effect; nearly all actives have a fitted effect of over 60% in size
#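 Multiplexed with ATP-based cell death, this channel scores GFP aggregates in PC12 cells expressing inducible HTTex1-Q103-GFP. Induction used 100 nM tebufenozide; compounds were tested in concentration series.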
# KDM4E inh = inhibitors of human JMJD2E histone demethylase | B2RXH2 | JMJD2E catalytic domain, FDH-coupled NADH fluorescence (FDH is formaldehyde dehydrogenase) | Potency, µM (highest dose often 57.1 µM), for the others: at the highest dose activity change, negative = inhibition, hits mostly inhibitors | 1.6% of 230,000 active; active means well fitted inhibition curve with a large enough effect, not every such curve was filed as active; inconclusive means small, poorly fitted or top-dose-only effect, or another doubt; inactive means no such curve, though single readings can be large or run the other way;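 further: 0% = wells with enzyme and -100% = buffer wells without enzyme; nearly all actives have a fitted effect of over 50% in size; many of its hits are not listed in these tables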
# Target sequence (B2RXH2 1-337 limits assumed): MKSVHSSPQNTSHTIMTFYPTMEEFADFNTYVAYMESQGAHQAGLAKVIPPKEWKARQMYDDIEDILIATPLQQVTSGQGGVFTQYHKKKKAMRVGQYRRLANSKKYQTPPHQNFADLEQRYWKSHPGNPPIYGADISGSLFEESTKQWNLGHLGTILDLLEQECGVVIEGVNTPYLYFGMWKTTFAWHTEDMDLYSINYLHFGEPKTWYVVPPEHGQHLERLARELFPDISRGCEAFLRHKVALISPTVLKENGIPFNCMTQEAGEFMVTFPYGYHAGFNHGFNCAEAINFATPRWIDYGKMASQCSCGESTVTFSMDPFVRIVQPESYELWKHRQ
# Tau ThT inhib = tau fibrillization inhibition (ThT binding). Potency, µM (highest dose often 57.4 µM), without a hit: top-dose activity, negative = inhibition, most hits filed as inhibitors. 2.1% of 270,000 active. P10636. AID 1460. recombinant tau K18 P301L, heparin-induced fibrillization, ThT fluorescence; further: on the % scale 0 is the no-effect control and ±100 the full control effect; nearly all actives have a fitted effect of over 55% in size
#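 Tau K18 P301L fragment (15 uM unlabeled plus 0.24 uM Alexa 594-labeled) in 100 mM sodium acetate pH 7 with compound, fibrillization induced by 20 uM heparin for 6 hr at 37 C. Thioflavin T (30 uM) added, fluorescence read after 1 hr (ex 450, em 510 nm).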
# Tau fluor cs = counter-screen for tau fibril formation inhibitors; tau K18 P301L Alexa594 fluorescence, heparin fibrillization; Potency, µM (highest dose often 57.7 µM), without a hit: at the highest dose activity change, negative = decrease; 0.93% of 280,000 active; AID 1463; further: on the % scale 0 is the no-effect control and ±100 the full control effect; nearly all actives have a fitted effect of over 55% in size
#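 Human tau K18 P301L (15 uM unlabeled, 0.24 uM Alexa 594-labeled) in 100 mM sodium acetate pH 7 with 20 uM heparin, 6 hr at 37 C. ThT 30 uM added, 1 hr ambient; Alexa 594 FP and total fluorescence read at 555/632 nm.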
# Numbers without * were called inactive; u = inconclusive; x = no result given; & = joins results of further samples; [ ] = remark or other dose. Unless noted, the call rests on the fitted dose curve; in most records, active means well fitted curve in the direction sought with a large enough effect; inconclusive means small, poorly fitted or top-dose-only effect, or another doubt; inactive means no such curve, though single readings can be large; an effect the other way counts as inactive or inconclusive. Potency means the concentration at half of the fitted maximal effect. Some of the compounds tested. The share of hits here may be higher or lower than overall.
# Every second line gives: HTT cytoprotect, ALDH1A1 block, SMN2 splice up, Tau FP inhib, HttQ103 aggreg, KDM4E inh, Tau ThT inhib, Tau fluor cs
> CCCOc1ccc(-c2nc(SCC(=O)c3ccc(Cl)cc3)n[nH]2)cc1
  x, x, 14%, -15%, x, x, u, -11%
> Cn1c(O)c(C2=c3ccccc3=NC2=O)sc1=Nc1ccc(Cl)cc1
  -4%[10 µM], -1%, u, 15%, -16%, -5%, 10µM*, u
> CC(C)CCNC(=O)[C@@H](c1ccccc1)N1Cc2ccccc2C1=O
  x, x, 12%, -20%, x, x, -11%, -18%
> CCCCOC(=O)Nc1ccc2c(C)cc(=O)oc2c1
  -8%[10 µM], u, 11µM*, 4%, 8%, u, -19%, -1%
> C=CCc1cc(/C=C2/NC(=S)NC2=O)cc(OC)c1O
  -52%[inhibitor], 11%, 10%, 5%, -11%, -8%, u, -29%
> Cc1ccc(OCCOCCOc2cccc3cccnc23)c(Br)c1
  x, -10%, -14%, 10%, -26%, u, u, -1%
> O/N=C1\CC2(Cc3nonc31)OCCO2
  12%, 10%, x, 1%, 16%, 0%, 0%, 5%
> O=C(Cc1ccccc1)c1nnc(-c2ccccc2)o1
  -47%[inhibitor], 8.9µM*, 22%, -4%, -11%, 1%, -7%, 2%
> CCN(Cc1cc(=O)n2ccsc2n1)c1cccc2ccccc12
  5%[10 µM], u, -12%, 10%, u, u, -17%, -28%
> Cc1c(NC(=O)c2c(F)cccc2F)c(=O)n(-c2ccccc2)n1C
  5%, 5%, 8%, -7%, 16%, 14%, 0%, -2%
> OCCC1CN(Cc2ccc(Oc3ncccn3)cc2)CCN1C1CCCC1 (stereo not given)
  26%[10 µM], 7%, x, -9%, 11%[9.22 µM], 3%, -5%, -1%
> N#CCSc1nnc(COc2cccc3ccccc23)n1-c1ccccc1
  -33%, u, -55%[inhibitor], 13%, u, -4%, -14%, -11%
> O=C(O)C1CCN(S(=O)(=O)c2ccc(N3CCOCC3)c([N+](=O)[O-])c2)CC1
  -14%, 0%, 23%, -4%, 10%, 10%, -2%, -2%
> COc1ccc(OC)c(C2Nc3c(Cl)ccc(C(=O)O)c3C3C=CCC32)c1 (stereo not given)
  20%[10 µM], 3%, x, -12%, -2%[9.22 µM], u, u, -7%
> Cc1ccc(Cl)cc1NC(=O)C(NS(=O)(=O)c1ccc2c(c1)CCC(=O)N2)c1ccccc1 (stereo not given)
  x, x, -6%, -6%, x, x, -5%, -19%
> COC(=O)c1oc2ccc(Br)cc2c1-n1cccc1
  -8%, 1%, -5%, u, 9%, -2%, -15%, -20%
> O=C(NC1CCCCC1)Nn1c(-c2ccccc2)nc2ccccc2c1=O
  3%[10 µM], 3%, 8%, -3%, 6%, 5%, -2%, -7%
> OCCCc1nc2n(n1)C(c1ccccc1Cl)C=C(c1cccs1)N2 (stereo not given)
  1%[10 µM], u, -2%, 8%, -3%, u, 17%, -1%
> O=C(CCCCCC(=O)N(CCO)CCO)N(CCO)CCO
  9%, 7%, 1%, 6%, 11%, 2%, -19%, 3%
> COC(=O)CN1C(=O)N/C(=C/c2ccc(C)o2)C1=O
  u, 18µM*, x, u, -7%, u, u, -10%
> COc1ccc(C(=O)NN(C)c2nc(-c3ccccc3)cc(C)c2S(C)(=O)=O)cc1
  1%, u, 4%, -8%, 15%, -6%, -16%, -13%
> CCN(CC)C(=O)Cn1nnc(-c2ccc(S(C)(=O)=O)cc2)n1
  14%[10 µM], 26%, -4%, 6%, -6%[9.22 µM], -11%, -1%, 6%
> CNC(=S)N/N=C/c1ccc(-c2cccc(C(=O)O)c2)o1
  16%[10 µM], x, x, -2%, 4%[9.22 µM], u, u, 5%
> COc1ccc(C2(c3ccc(OC(C)=O)cc3OC(C)=O)CC(c3ccccc3)NC(=S)N2)cc1 (stereo not given)
  -2%, 8%, 26%, 1%, -6%, -3%, -8%, 3%
> CC1CCN(S(=O)(=O)c2ccc(NC(=S)NC(=O)c3ccc(Cl)cc3)cc2)CC1
  -4%, 4µM*, -14%, u, 18%, 9%, 7%, 2%
> Cc1c(/C=N/N=C2\CCC3C4CCc5cc(O)ccc5C4CCC23C)cnn1C (stereo not given)
  -7%, 20%, 8%, 2%, 5%, 2%, u, -12%
> COC(=O)c1sc(SC)c(S(=O)(=O)C(C)C)c1N
  24%[10 µM], x, x, -4%, 4%[9.22 µM], -1%, -3%, -3%
> O=C(Nc1sc2c(c1C(=O)c1ccccc1)CCCC2)c1cccnc1
  5%[10 µM], u, -7%, -7%, -6%, u, u, -14%
> O=C(NC1CCCCC1)C(c1ccc(F)cc1)N(CCc1ccccc1)C(=O)CN1C(=O)c2ccccc2S1(=O)=O (stereo not given)
  24%[10 µM], 11%, -12%[1.84 µM], u, -12%, 1%, 3%, 3%
> O=C(CSc1nc2cc3ccccc3cc2[nH]1)Nc1cccc(C(F)(F)F)c1
  x, x, -4%, 3.2µM*, x, x, -6%, u
> Cc1ccc(-c2nc(N/N=C/c3cccc([N+](=O)[O-])c3)c3ccccc3n2)cc1
  u, u, 5%, 3%, 7%, 3%, -15%, u
> CCOc1ccc2c(c1)s/c(=N\S(=O)(=O)c1ccc(OC)cc1)n2C(F)F
  -9%, -6%, -34%[inhibitor], -3%, -1%, 8%, -2%, -19%
> COc1cc(C2OC(c3cc(OC)c(OC)c(OC)c3)C(C)C2C)cc(OC)c1OC (stereo not given)
  -1%[10 µM], 1%, x, 0%, 12%[9.22 µM], 4%, -1%, -4%
> CN(C)CCCN(C(=O)CCSc1ccccc1)c1nc2cc3c(cc2s1)OCO3
  u, u, -5%, -4%, u, -1%, u, u
> Cc1ccc(NC(=O)N2CCc3cc(S(=O)(=O)N4CCC(C)CC4)ccc32)cc1
  x, x, -3%, -9%, x, x, 13%, -8%
> Cc1ccc(S(=O)(=O)NCc2csc(C)n2)c(C)c1
  -11%, 16%, -12%, 3%, 15%, -3%, -4%, 0%
> O=c1oc2ccccc2c(O)c1/C=N/c1ccccn1
  -9%[10 µM], u, -6%, -7%, -11%, -9%, -10%, -5%
> O=C(CN1CCN(Cc2ccccc2Cl)C1=O)NCc1cccnc1
  10%[10 µM], x, x, 1%, -14%[9.22 µM], -6%, 1%, 2%
> Cc1ccc(C)c(NC(=O)Cn2nnc(C(=O)NCc3cccs3)c2N)c1
  30%, 11%, -16%, -2%, 2%, 3%, 6%, 12%
> Cc1cc(NC(=O)CCC(=O)N(Cc2ccco2)C(C(=O)NC2CCCCC2)c2cccs2)no1 (stereo not given)
  -6%[10 µM], 2%, -5%, 2%, -4%[9.22 µM], -1%, 2%, 5%
> Cc1cccc(Cl)c1OCCCCn1ccnc1
  3%, 11%, 4%, 7%, -13%, -5%, 0%, 11%
> COc1ccc(OC)c(NC(=O)CCCOc2cc(=O)n(C)c3ccccc23)c1
  x, x, 11%, -1%, x, x, -6%, -9%
> O=C(O)Cc1ccc(C(=O)c2ccccc2)s1
  -6%, -12%, -14%, 4%, -10%, -10%, -8%, -1%
> OCCC1CN(Cc2cccn2-c2nccs2)CCN1Cc1ccc(F)c(F)c1 (stereo not given)
  0%[10 µM], 8%, x, -14%, -12%[9.22 µM], 2%, -9%, -12%
> Cc1ccc(-c2nnc(Nc3ccc(Cl)c(Cl)c3)c3ccccc23)cc1S(=O)(=O)N(C)C
  x, x, -3%, u, x, x, 1%, -27%
> COCCNC(=O)COC(=O)/C=C/c1c(C)nn(Cc2ccc(Cl)cc2Cl)c1Cl
  -39%[inhibitor], -11%, x, -2%, 0%, 3%, -16%, -11%
> CS(=O)(=O)N(CC(=O)N1CCCCC1)Cc1ccc(Cl)cc1
  -12%[10 µM], 5%, -20%, -7%, 6%, 5%, -2%, 0%
> CCOC(=O)c1nn(-c2ccccc2)c2nc(Nc3ccccc3)cc(=O)n12
  -4%, 5%, -11%, 10%, u, u, -8%, -2%
> Cc1nc(NC(=O)CN2CCC(O)(c3ccc(F)cc3)CC2)sc1C
  11%[10 µM], x, x, -3%, -22%[9.22 µM], 0%, -6%, -8%
> COC(=O)c1sccc1NC(=S)Nc1ccc(C)cc1
  17%[10 µM], x, x, 0%, 21%[9.22 µM], -1%, 1%, -1%
> O=C(Cc1cccs1)N/N=C\c1ccc([N+](=O)[O-])s1
  -108%[inhibitor], 13µM*, -58%[inhibitor], 4%, u, -19%, u, u
> COc1ccc(OCC(=O)Nc2ccccc2C(=O)N2CCCC2)cc1
  -34%, u, x, -4%, 12%, -4%, u, -30%
> O=C(Nn1c(-c2ccccc2)nc2ccccc2c1=O)c1cccs1
  6%[10 µM], 5%, 19%, 2%, 4%, -8%, 6%, 6%
> Cc1cccc(NS(=O)(=O)c2ccc3c(c2)CCN3C(=O)CCC(=O)O)c1C
  x, x, 12%, -1%, x, x, 0%, -5%
> CC(c1ccccc1)n1cc(C(=O)NCc2ccncc2)nn1 (stereo not given)
  2%, 1%, -12%, 1%, -8%, 3%, -1%, 0%
> Cc1cccc(OCC(=O)NCC(=O)N/N=C/c2cccnc2)c1
  -8%[10 µM], x, x, 1%, -12%[9.22 µM], -1%, -10%, -12%
> Cn1cccc1/C=C(/C#N)c1ccc(F)cc1
  -54%[inhibitor], -12%, -49%[inhibitor], -2%, 4%, -16%, -7%, -18%
> N[C@H](Cc1ccc(O)cc1)C(=O)O
  -40%, 4%&-3%, -1%, -3%&3%, x, 3%, -5%&-2%, -13%&-5%
> CCOC(=O)C1CCN(C(=O)CSCCSCC(=O)N2CCC(C(=O)OCC)CC2)CC1
  -3%[10 µM], 11µM*, -8%, 1%, 5%, 4%, -17%, 2%
> O=S(=O)(Oc1ccc(Cl)cc1)c1cccc2cccnc12
  -2%[10 µM], x, x, -12%, -10%[9.22 µM], 0%, 1%, -15%
> CCC(=O)NNc1nc2c(C)cc(C)cc2s1
  x, 6%, 15%, -1%, 1%, -5%, -5%, 1%
